Compound activity as filed in PubChem.
USP1-UAF1 inh = blocks the human USP1/UAF1 deubiquitinase complex | recombinant USP1/UAF1, Ub-Rhodamine cleavage fluorescence | Potency, µM (top dose mostly 57.1 µM), for inactives: at the highest dose activity change, negative = inhibition, usual class: inhibitors | 390,000 compounds, 0.23% hits; further: potency means the concentration at half of the fitted maximal effect; on the % scale 0 is the no-effect control and ±100 the full control effect; nearly all actives have a fitted effect of over 60% in size; inactives centre near -12
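USP1/UAF1 complex (1 nM) preincubated 15 min at room temperature with compound, then Ub-Rho substrate (150 nM final) added. Kinetic fluorescence at 480/540 nm over 6 reads at 60 s intervals; 50 mM HEPES pH 7.8, 0.5 mM EDTA, 0.1 mg/ml BSA, 1 mM TCEP, 0.01% Tween-20.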
Pin1 inhibitor = blocks the human prolyl isomerase Pin1; Q13526; Pin1 FP peptide displacement, HiFluor488, 10 min; Potency, µM (highest dose often 115 µM), without a hit: at the highest dose activity, negative = inhibition, hits mostly inhibitors; 390,000 compounds, 0.009% hits; active means well fitted inhibition curve with a large enough effect in the polarisation, with a control signal flat, not every such curve was filed as active; inconclusive means small, poorly fitted or top-dose-only effect, or effect the other way, or a change in a side signal; inactive means no such curve, though single readings can be large or run the other way; the % refers to the polarisation; further: potency means the concentration at half of the fitted maximal effect; on the % scale 0 is the no-effect control and ±100 the full control effect
Target sequence (Q13526 whole entry, looked up): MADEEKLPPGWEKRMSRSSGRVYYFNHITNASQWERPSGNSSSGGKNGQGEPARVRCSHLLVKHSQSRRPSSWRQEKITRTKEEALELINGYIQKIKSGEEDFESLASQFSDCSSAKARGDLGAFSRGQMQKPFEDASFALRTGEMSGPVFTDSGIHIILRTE
D2 antagonist = D2 dopamine receptor (human) antagonism; inhibition, % at 10 µM; 340,000 compounds, 2% hits; HEK293 TREx D2 cells, calcium flux, dopamine EC80; P14416; AID 485344; in the data active means inhibition above about 30%; further: 0% is about no effect
Target sequence (P14416 whole entry, looked up): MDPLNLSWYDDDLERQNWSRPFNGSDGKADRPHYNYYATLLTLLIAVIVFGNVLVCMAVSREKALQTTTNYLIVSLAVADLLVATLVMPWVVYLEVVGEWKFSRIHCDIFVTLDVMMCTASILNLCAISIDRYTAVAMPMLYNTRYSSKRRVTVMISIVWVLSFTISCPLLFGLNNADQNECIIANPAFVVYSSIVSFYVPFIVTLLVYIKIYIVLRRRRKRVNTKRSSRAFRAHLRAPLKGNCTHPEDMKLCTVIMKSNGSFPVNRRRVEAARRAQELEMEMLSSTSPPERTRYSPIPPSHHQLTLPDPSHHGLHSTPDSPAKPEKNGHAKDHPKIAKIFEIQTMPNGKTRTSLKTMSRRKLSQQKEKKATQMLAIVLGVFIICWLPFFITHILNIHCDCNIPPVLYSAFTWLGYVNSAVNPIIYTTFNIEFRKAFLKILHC
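Cells plated overnight at 30 C with tetracycline; no-wash calcium dye, 30–90 min RT; 10 s baseline; compound pinned; 180 s read; EC80 dopamine added; another 180 s read.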
TrxR1 substrate = substrates of rat thioredoxin reductase 1; O89049; purified TrxR1 substrate turnover, NADPH consumption readout; Potency, µM (series often up to 114 µM), for the others: at the top dose activity change, negative = substrate turnover; 390,000 compounds, 0.01% hits; AID 588456; further: potency means the concentration at half of the fitted maximal effect; on the % scale 0 is the no-effect control and ±100 the full control effect; nearly all actives have a fitted effect of over 50% in size
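Rat TrxR1, dispensed at 90 nM, was prereduced with 400 uM NADPH (final) for 5 min at ~22 deg C, then incubated with compound 15 min before 400 uM selenite. A first-read NADPH fluorescence drop versus no-compound background flagged substrates.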
TRHR enhancer = allosteric enhancers of human TRH receptor; P34981; TRHR cells, fluo-8 calcium fluorescence, EC20 TRH enhancement; enhancement, % at 2 µM; 360,000 compounds, 0.66% hits; in the data active means enhancement above about 30%; further: 0% is about no effect
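Enhancer read-out: after compound pinning and an initial kinetic agonist-mode read, an EC20 of TRH (10 nM final) was injected and fluo-8 calcium signal (Ex 480/Em 530) followed at 1 s/cycle for 100 cycles in TRHR-expressing cells.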
TRHR agonist = activates the human TRH receptor; P34981; TRHR cells, calcium flux fluo-8, FDSS agonist mode; activation, % at 2 µM; 360,000 compounds, 0.18% hits; AID 493084; in the data active means activation above about 30%; further: 0% is about no effect
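Steps: seed TRHR cells overnight; add fluo-8 no-wash Ca dye, RT 30 min–1.5 h; record 10 s baseline; pin-transfer compounds; monitor fluorescence 1 cycle/s for the agonist window. Calcium increases flag candidate agonists.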
D2 ag = activates the human D2 dopamine receptor; P14416; HEK293 T-REx D2 cells, calcium flux agonist mode; activation, % at 2 µM; 340,000 compounds, 0.53% hits; AID 485358;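 active means activation over 3 SD above normal in the single-dose calcium agonist read, cut at about 30% in these data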; further: 0% is about no effect
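In this primary screen, compounds producing a positive calcium signal within 180 s of addition to tetracycline-induced, force-coupled HEK293 Trex D2 cells are flagged; cells are dye-loaded with a no-wash calcium kit beforehand.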
rTrxR1 inhibitor = inhibitors of rat thioredoxin reductase 1 | 390,000 compounds, 1% hits | recombinant rTrxR1, NADPH fluorescence consumption, selenite substrate | O89049 | Potency, µM (titrated, usually from 114 µM), without a hit: top-dose activity change, negative = inhibition, most hits filed as inhibitors; further: potency means the concentration at half of the fitted maximal effect; on the % scale 0 is the no-effect control and ±100 the full control effect; nearly all actives have a fitted effect of over 65% in size
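Rat TrxR1 (90 nM in the dispensed reagent) was pre-reduced with 400 uM NADPH for 5 min at room temperature, then incubated with compound for 15 min. After 400 uM selenite was added, NADPH fluorescence (Ex 340/Em 450 nm) was followed for 8 min.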
mIDH1 inhibitor = blocks human mutant IDH1 R132H enzyme; Potency, µM (doses to about 76.6 µM), inactives show at the highest dose activity change, negative = inhibition, hits mostly inhibitors; O75874; IDH1-R132H enzyme, NADPH consumption, diaphorase/resazurin fluorescence; AID 602179; 390,000 compounds, 0.093% hits; further: potency means the concentration at half of the fitted maximal effect; on the % scale 0 is the no-effect control and ±100 the full control effect; nearly all actives have a fitted effect of over 65% in size
Target sequence (O75874 whole entry R132H, stated change not applied): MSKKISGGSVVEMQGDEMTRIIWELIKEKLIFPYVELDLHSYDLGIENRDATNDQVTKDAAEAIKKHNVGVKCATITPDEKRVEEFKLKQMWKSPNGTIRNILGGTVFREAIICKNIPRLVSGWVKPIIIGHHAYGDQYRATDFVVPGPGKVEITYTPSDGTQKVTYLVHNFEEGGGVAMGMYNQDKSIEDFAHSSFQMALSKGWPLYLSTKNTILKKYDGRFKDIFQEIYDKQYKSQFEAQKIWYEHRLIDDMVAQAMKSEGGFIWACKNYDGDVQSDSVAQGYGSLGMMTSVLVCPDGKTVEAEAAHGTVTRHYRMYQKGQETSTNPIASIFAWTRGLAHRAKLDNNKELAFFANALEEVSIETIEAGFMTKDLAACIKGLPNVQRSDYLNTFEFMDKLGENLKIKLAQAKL
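IDH1-R132H (0.5 ug/mL dispensed) in pH 7.5 Tris buffer was preincubated 30 min with compound, then given a substrate mix of 0.016 mM NADPH and 2 mM alpha-KG for 80 min at room temperature; remaining NADPH was read by diaphorase/resazurin fluorescence.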
Starred values were filed as active, the others as inactive; ? = inconclusive; / = no result given; [ ] = remark or other dose. Unless noted, the call rests on the fitted dose curve; in most records, active means well fitted inhibition curve with a large enough effect; inconclusive means small, poorly fitted or top-dose-only effect; inactive means no such curve, though single readings can be large or run the other way. An excerpt; the hit share may differ from the screen's.

structure	D2 antagonist	Pin1 inhibitor	TRHR agonist	mIDH1 inhibitor	TRHR enhancer	rTrxR1 inhibitor	D2 ag	TrxR1 substrate	USP1-UAF1 inh
CC(=O)Nc1nc(-c2cccc3ccccc23)cs1	-16.8	1.2%	1.1	11.7%	-0.2	9.2%	-1.5	-0.9%	-13.1%
Cc1ccc[n+](CC(=O)c2ccc(Cl)cc2)c1	13.8	-2.0%	0.0	2.4%	4.4	11.7%[57.1 µM]	-1.0	4.0%[57.1 µM]	-18.1%
COc1cc(CCC(=O)OCC(=O)Nc2ccc(C(N)=O)cc2)cc(OC)c1OC	38.6*	6.7%	0.1	7.4%	-3.6	3.1%	0.1	-1.2%	-5.8%
Cc1cc(C(=O)NNC(=S)Nc2ccccc2)nn1C	6.2	-8.2%	0.3	3.6%	-5.6	2.8%	0.6	-17.8%[57.1 µM]	-8.0%
COc1ccc(Cl)cc1NC(=O)Cn1ccn(Cc2ccc(C)cc2)c(=O)c1=O	/	0.8%	0.0	1.7%	-14.2	-11.1%	1.1	-9.8%	9.5%
CCC(CC)C(=O)Nc1cc(Cl)ccc1C	-9.0	/	-0.2	/	-5.2	/	-1.3	/	/
Cc1cc(C)nc(NC(=O)/C=C/c2ccc(Cl)cc2)n1	-5.9	-4.4%	-1.0	-5.6%	-3.4	-1.3%	-0.5	-6.5%	-23.6%
O=C(O)C1=CC[C@@H](c2ccc(Cl)cc2)N(S(=O)(=O)c2ccc(Cl)cc2)[C@H]1c1ccccc1	-0.3	-23.0%	-0.6	7.5%	-5.9	13.9%[57.1 µM]	-2.2	-5.0%[57.1 µM]	-22.4%
O=C(CC1C(=O)NCCN1Cc1ccccc1C(F)(F)F)NCCN1CCCCC1=O (stereo not given)	-3.1	-1.9%	0.3	-4.6%	0.4	23.0%	0.1	3.2%	-22.6%
COc1ccccc1NS(=O)(=O)c1cc(NC(=O)c2ccccc2[N+](=O)[O-])ccc1N1CCOCC1	/	4.7%	/	-10.5%	/	14.0%[57.1 µM]	/	7.7%[57.1 µM]	-15.3%
CC(=O)c1c(C)[nH]c(C(=O)NNC(=O)COc2cc(C)ccc2C(C)C)c1C	/	0.9%	/	-1.4%	/	11.1%	/	-5.0%	-11.5%
O=C(NC1CCSc2ccccc21)c1cccc(Br)c1 (stereo not given)	/	16.5%	1.0	4.3%	9.5	-1.7%	/	0.7%	?
Cc1ccc(S(=O)(=O)N2CCN(C(=O)c3ccc([N+](=O)[O-])cc3)C2)cc1	/	1.2%	-0.8	1.8%	0.7	9.8%	/	2.4%	-12.5%
CCc1nnc(NC(=O)C=C(C)C)s1	-7.6	-3.9%	-0.2	1.3%	-3.3	-3.3%	-1.5	-7.1%	-3.2%
O=C(NCc1ccco1)c1cnn2c1NC(c1ccccc1)CC2C(F)(F)F (stereo not given)	1.9	-5.8%	-1.2	3.3%	8.9	-4.8%	0.9	-7.5%[57.1 µM]	8.9%
O=C(Cn1[nH]c(=O)c2ccccc2c1=O)NC1CCN(Cc2ccccc2)CC1	/	-2.6%	0.1	0.3%	-3.8	27.8%	/	9.7%	-17.3%
O=C1NC(c2ccc3c(c2)OCO3)Oc2ccccc21 (stereo not given)	2.3	0.5%	0.2	5.2%	-0.3	5.9%	0.9	8.4%	-0.3%
Cc1ccc(N/C=C(/C#N)c2ccsc2)cc1C	11.3	-6.0%	0.0	2.8%	3.7	14.9%[0.457 µM]	0.2	-24.1%[57.1 µM]	-23.0%
CCOc1ccc(C(C)=O)cc1CSc1nnnn1-c1ccc(O)cc1	/	-1.8%	0.0	0.8%	22.3	5.5%[57.1 µM]	/	8.9%[57.1 µM]	-8.5%
CC(=O)NC12CC3CC(C1)CC(C(=O)OCC(=O)NC(=O)c1cccn1C)(C3)C2	14.9	-0.7%	0.2	4.6%	6.3	-9.8%	1.4	-9.3%	-14.0%
NC(=O)CC(NC(=O)c1ccccc1)c1ccc(NCCc2cccc(F)c2)c([N+](=O)[O-])c1 (stereo not given)	-16.3	?	-0.2	15.6%	-3.2	10.6%[57.1 µM]	0.1	5.8%[57.1 µM]	-21.2%
COc1ccc(OC)c(-c2nnc(SCC(=O)N3CCCc4ccccc43)o2)c1	/	0.1%	-0.2	5.1%	-6.1	9.4%[57.1 µM]	/	7.7%[57.1 µM]	2.8%
O=C(COC(=O)C1CCC1)Nc1ccc(Cl)cn1	/	0.6%	/	0.0%	/	3.8%	/	-1.0%	-0.9%
CCc1ccc(-c2cc3c(=O)n(CC(=O)NCCCN4CCN(C)CC4)ncn3n2)cc1	0.3	1.3%	0.6	-7.0%	-9.5	21.9%	-0.6	9.9%	-9.1%
CN(C)S(=O)(=O)c1cc(S(=O)(=O)N(C)C)c(Cl)cc1N	3.2	-2.9%	0.2	1.5%	-1.0	3.5%	0.1	7.9%	-11.1%
COc1cc(NC(=O)C2CCCCN2)ccc1OCC(C)C (stereo not given)	8.9	-1.6%	1.0	5.0%	0.8	-22.5%	1.1	-4.3%	-12.3%
Cc1cc(O)c(C(c2ccccc2)N2CCC(C)CC2)c(=O)n1Cc1ccco1 (stereo not given)	/	?	-0.1	30.8%	2.3	-1.2%[57.1 µM]	/	-2.6%[57.1 µM]	-21.5%
COc1ccc(CN2CCCCC2C(=O)Nc2ccc(OC)c(OCC(C)C)c2)cc1OC (stereo not given)	-11.0	-10.0%	-1.1	7.5%	3.9	26.0%	0.4	0.7%	-0.4%
COC(=O)COc1ccc(C2NC(=O)NC(c3ccccc3)=C2C(C)=O)cc1OC (stereo not given)	-3.3	-1.2%	0.0	12.6%	0.5	-11.5%	0.3	-9.2%	6.0%
Cc1cccc(-n2ncc3c(N4CCOCC4)ncnc32)c1	4.2	-1.4%	-0.8	10.8%	5.8	-17.5%	1.1	-4.2%	-27.3%
CCc1nn(CC(=O)N(C)C2CCCCC2)c(=O)c2cc3cc(C)ccc3n12	-8.1	0.9%	-1.1	-5.5%	4.2	25.8%[57.1 µM]	-0.5	7.1%[57.1 µM]	-16.5%
CC(C)OCCCNC(=O)c1cc(S(=O)(=O)N2CCCCC2)c[nH]1	4.7	4.3%	-0.1	4.5%	4.5	1.6%	1.4	0.0%	-24.7%
N#C/C(=C\Nc1ccc2c(c1)OCCO2)c1nc2ccccc2[nH]1	/	23.9%	-0.7	5.1%	-0.9	-11.1%	-0.1	-9.5%	-16.6%
COc1ccc(S(=O)(=O)N(C)C[C@H]2Oc3ccc(NC(=O)Nc4ccc(C(F)(F)F)cc4)cc3C(=O)N([C@H](C)CO)C[C@@H]2C)cc1	/	8.8%	/	0.0%	/	11.8%	/	-3.8%	-19.7%
COc1ccc(CCN2CNc3c(c(=O)n(C)c(=O)n3C)C2)cc1OC	-0.2	-2.5%	0.2	-1.9%	1.3	1.1%	-1.1	6.7%	-5.7%
CCCCCOc1ccc(NC2=CC(=O)CCC2)cc1	-1.4	0.5%	0.2	2.9%	12.8	-0.7%[57.1 µM]	0.4	-9.2%	-4.3%
COc1cccc(CNC(=O)CCc2c(C)nc3c4c(C)cc(C)nc4nn3c2C)c1	/	-0.8%	-1.2	/	4.1	-7.7%	-1.2	63.6%[activator]	-9.0%
CC(C(=O)N(C)Cc1cccc(F)c1)N1CCN(S(=O)(=O)c2ccc3c(c2)OCCCO3)CC1 (stereo not given)	10.6	6.9%	1.1	7.4%	-1.0	-10.8%	0.2	0.5%	-10.7%
CCOC(=O)Cc1csc(NC(=O)COc2ccccc2OC)n1	-5.4	-1.5%	-1.0	0.0%	4.5	30.6%[activator]	0.1	12.3%	-8.5%
COc1cc(/C=N/NC(=O)C(=O)NCc2ccco2)cc(Cl)c1O	-11.2	16.8%	-1.1	3.2%	3.9	16.6%	-1.0	-3.0%	-25.1%
CCN(C[C@H]1N[C@@](Cc2ccccc2)(C(=O)OC)[C@H]2C(=O)N(Cc3ccccc3)C(=O)[C@@H]12)C(=O)c1ccc(C)cc1	/	3.3%	/	29.4%	/	13.8%	/	1.7%	-25.3%
CCc1ccccc1N(C)S(=O)(=O)c1ccc2[nH]cc(C(=O)NCCOC)c(=O)c2c1	/	1.1%	0.1	17.1%	-2.1	2.8%[57.1 µM]	0.2	-4.0%[57.1 µM]	-7.0%
Cc1cc(O)cc(=O)n1Cc1ccco1	16.6	1.7%	-0.1	-1.3%	-3.8	11.0%	-0.1	2.2%	-4.5%
Cc1nc(N2CCN(c3ccc(Cl)cc3)CC2)[nH]c(=O)c1C	-0.4	-1.9%	-0.2	10.1%	7.4	17.8%	-0.1	-1.0%	-19.0%
COC(=O)c1ccc(C(=O)OC)c(NC(=S)N2CCCC2)c1	/	3.9%	-0.3	-2.1%	8.5	-6.4%	/	-0.3%	1.3%
CCOc1ccc(NC(=O)CSC2=Nc3ccccc3C3=NC(CCC(=O)NCc4ccco4)C(=O)N23)cc1 (stereo not given)	/	?	-0.2	-2.0%	-2.4	8.5%[57.1 µM]	-0.3	-1.8%[57.1 µM]	?
Cc1ccc(OCC(=O)N2CCN(C(=O)c3cccc(F)c3)CC2)cc1	-0.1	38.1%[activator]	-0.1	1.1%	-4.5	6.2%	0.6	1.7%	-24.4%
Cc1ccsc1C(=O)NNC(=O)COc1ccc(Br)cc1	/	-12.3%	/	7.7%	/	15.3%	/	2.2%	-9.3%
Cc1cc(NC(=O)CN2CCC(O)(c3cccc(F)c3)CC2)no1	12.0	-3.0%	-0.8	-0.1%	-3.7	-7.0%	-0.5	-7.1%	-10.8%
